SF-1 act: SF-1 (human) activation. activation, % at 10 µM. Q13285. actives 1.9% (n = 65,000). CHO-K1 Gal4-SF-1 LBD luciferase reporter; % increase over DMSO SF-1-specific signal;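 active = activation above the mean activation of all tested compounds plus 3 SD, cut at about 50% in these data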
Target sequence (Q13285 whole entry, looked up, the tested form may be a part): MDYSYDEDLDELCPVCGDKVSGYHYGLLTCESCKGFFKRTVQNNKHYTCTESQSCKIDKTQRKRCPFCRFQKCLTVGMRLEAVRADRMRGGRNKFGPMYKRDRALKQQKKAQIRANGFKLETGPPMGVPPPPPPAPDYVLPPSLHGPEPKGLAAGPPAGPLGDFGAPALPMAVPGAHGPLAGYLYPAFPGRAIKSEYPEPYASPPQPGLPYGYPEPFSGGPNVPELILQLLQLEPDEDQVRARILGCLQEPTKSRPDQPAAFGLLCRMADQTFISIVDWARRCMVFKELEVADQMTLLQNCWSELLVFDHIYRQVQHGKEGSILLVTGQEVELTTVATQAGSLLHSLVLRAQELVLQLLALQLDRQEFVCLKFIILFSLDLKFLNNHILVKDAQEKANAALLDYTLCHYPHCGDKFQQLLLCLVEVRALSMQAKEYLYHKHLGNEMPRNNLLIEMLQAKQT
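Material: Transient Gal4-SF-1 LBD reporter, CHO-K1 | Input: 4,000 cells/well | Dosing: One dose, 10 µM compound, 1% DMSO | Incubation: 20 h compound treatment, 37 °C | Detection: SteadyLite luciferase luminescence | Evaluation: Percent activation relative to DMSO median and mock-transfected background | Benchmarks: DMSO-treated SF-1-transfected cells as negative, DMSO-treated mock-transfected cells lacking SF-1 as background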
Ecoli tolC: growth inhibitors of E. coli BW25113 tolC mutant. OD615. growth inhibition, % at 10 µM (by protocol). actives 2.2% (n = 65,000). AID 573;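 active = growth inhibition at or above a cutoff equal to the mean over every tested compound plus 3 SD, cut at about 60% in these data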;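 also: growth measured after 20 h incubation at 37 °C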
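Test system: tolC-deleted E. coli BW25113; medium: LB with kanamycin 50 µg/mL; compound: single-point testing at 10 µM; incubation: 20 h compound exposure of bacteria at 37 °C; signal: OD at 615 nm; evaluation: growth inhibition in percent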
HTR1E antagonist: blocks the human 5-HT1E serotonin receptor. P28566. actives 0.99% (n = 65,000). inhibition, % at 6 µM. CHO 5-HT1E Ga15 NFAT-bla reporter, FRET, antagonist;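 active = inhibition above a set limit, the mean inhibition across every tested compound plus 3 SD, cut at about 29% in these data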;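 also: signal is the 460 over 535 nm emission ratio of beta-lactamase substrate; 0% = agonist plus DMSO wells and 100% = wells without agonist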
RORA act: activators of human nuclear receptor RORA; CHO-K1 Gal4-RORA LBD luciferase reporter, luminescence; percent increase over mock-subtracted basal signal; activation, % at 10 µM; actives 1.5% (n = 65,000);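 active = activation above the mean of all tested compounds plus 3 SD, cut at about 49% in these data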;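 also: 0% = DMSO-treated RORA cells and 100% = added signal equal to DMSO minus mock-transfected cells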
NADH enzymes: blocks coupling enzymes of NAD/NADH assays | coupled PK/LDH NADH assays, four targets | IC50, µM (top dose mostly 10 µM), without a hit: top-dose inhibition | actives 0.02% (n = 65,000) | AID 774;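 active = single-dose screening hits from any of four coupled enzyme assays that gave an IC50 when retested across doses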;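 also: the DPM-DC format reads NADH fluorescence rather than 340 nm absorbance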
5-HT1A blocker: 5-HT1a (human) receptor antagonism; inhibition, % at 10 µM; actives 0.68% (n = 62,000); AID 612; CHO 5-HT1a Ga15 NFAT-bla reporter, antagonist mode;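 active = inhibition above the mean of all tested compounds plus 3 SD, cut at about 43% in these data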;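 also: receptor stimulated by 5-CT agonist at 100 nM near EC80; beta-lactamase reporter measured by ratiometric fluorescence of a cleavable substrate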
Target sequence (P08908 whole entry, looked up): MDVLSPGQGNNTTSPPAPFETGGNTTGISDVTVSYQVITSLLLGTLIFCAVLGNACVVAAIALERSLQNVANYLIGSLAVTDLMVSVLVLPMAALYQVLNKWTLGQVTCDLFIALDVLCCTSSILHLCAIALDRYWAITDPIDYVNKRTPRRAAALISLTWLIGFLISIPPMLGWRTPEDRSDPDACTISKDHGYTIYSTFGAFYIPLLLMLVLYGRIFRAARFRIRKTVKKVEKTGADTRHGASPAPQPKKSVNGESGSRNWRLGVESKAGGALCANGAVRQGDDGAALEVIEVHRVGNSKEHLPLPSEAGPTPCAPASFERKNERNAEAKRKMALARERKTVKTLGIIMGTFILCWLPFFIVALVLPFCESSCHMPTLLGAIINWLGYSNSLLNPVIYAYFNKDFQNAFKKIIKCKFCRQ
MMP13 inh: inhibitors of human MMP13. MMP-13 fTHP FRET cleavage, Mca fluorescence. P45452. actives 0.07% (n = 65,000). inhibition, % at 4 µM;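 active = inhibition above the mean of compound-free control plate wells plus 3 SD, cut at about 14% in these data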;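 also: 0% = DMSO wells and 100% = wells with reference MMP-13 inhibitor after basal subtraction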
5HT1a ag: activates the human 5-HT1a serotonin receptor. P08908. CHO 5-HT1a Ga15 NFAT-bla reporter, FRET ratio; 0% basal, 100% maximal reference agonist. activation, % at 10 µM. actives 0.56% (n = 65,000);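 active = activation above the screen-wide mean activation plus 3 SD, cut at about 19% in these data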;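 also: 0% = DMSO wells and 100% = 5-CT at EC100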
5HT1E ag: agonists of human 5-HT1E serotonin receptor | AID 574 | actives 0.69% (n = 65,000) | activation, % at 6 µM | CHO 5-HT1E Ga15 NFAT-bla reporter, FRET; 0% DMSO wells, 100% control agonist wells | P28566;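 active = activation above a set limit, the screen-wide mean activation plus 3 SD, cut at about 8.5% in these data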;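 also: 100% = positive control agonist at 1 µM giving full maximal response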
* hit, by the source's call.

How did OC(CN1c2ccccc2Sc2ccccc21)Cn1nnc2ccccc21 (centres undefined) do in these assays?
SF-1 act: 15; Ecoli tolC: 39; HTR1E antagonist: -5; RORA act: 9; NADH enzymes: 9%; 5-HT1A blocker: 34; MMP13 inh: 8; 5HT1a ag: 14; 5HT1E ag: 1.2

Results for Cn1c(=O)c2c(nc(SCC(=O)OCc3ccccc3)n2C)n(C)c1=O ?
SF-1 act: 3; Ecoli tolC: -13; HTR1E antagonist: -2; RORA act: 7; NADH enzymes: 2%; 5-HT1A blocker: -5; MMP13 inh: 7; 5HT1a ag: 0.6; 5HT1E ag: 0.4

What do the screens show for `CCCCn1c(=O)n(CC(=O)Nc2c(CC)cccc2CC)c(=O)c2c1nc(CO)n2CCC`?
SF-1 act: 12; Ecoli tolC: 7; HTR1E antagonist: -4; RORA act: 16; NADH enzymes: 4%; 5-HT1A blocker: 7; MMP13 inh: 4; 5HT1a ag: -0.2; 5HT1E ag: 4.1

How did CN1C(=O)CC(C(=O)Nc2ccc(F)cc2)SC1=Nc1ccc2c(c1)OCO2 (centres undefined) do in these assays?
SF-1 act: 8; Ecoli tolC: 12; HTR1E antagonist: 7; RORA act: 6; NADH enzymes: 3%; 5-HT1A blocker: -16; MMP13 inh: -1; 5HT1a ag: -2.8; 5HT1E ag: -0.3

Results for COc1ccc(C(=O)NC(C)c2nnc(SCC(=O)Nc3nc4ccccc4s3)n2C)cc1 (centres undefined) ?
SF-1 act: 0; Ecoli tolC: 15; HTR1E antagonist: -6; RORA act: 5; NADH enzymes: 5%; 5-HT1A blocker: -3; MMP13 inh: 6; 5HT1a ag: -0.1; 5HT1E ag: 0.2

Results for CNc1nc(SC)nc(N2CCOCC2)n1 ?
SF-1 act: 22; Ecoli tolC: -9; HTR1E antagonist: 9; RORA act: -5; NADH enzymes: 3%; 5-HT1A blocker: -2; MMP13 inh: 1; 5HT1a ag: -0.8; 5HT1E ag: 0.4

What do the screens show for `CCCOc1ccc(C2c3c(oc4cc(C)c(C)cc4c3=O)C(=O)N2CCCN(C)C)cc1OCC` (centres undefined)?
SF-1 act: -15; Ecoli tolC: 8; HTR1E antagonist: -8; RORA act: 0; NADH enzymes: 3%; 5-HT1A blocker: -4; MMP13 inh: -2; 5HT1a ag: -0.9; 5HT1E ag: 1.1

How did COc1ccccc1Nc1nc(N)nc(CN2CCCCCC2)n1 do in these assays?
SF-1 act: -1; Ecoli tolC: 10; HTR1E antagonist: -8; RORA act: -14; NADH enzymes: 1%; 5-HT1A blocker: -13; MMP13 inh: 4; 5HT1a ag: -2.1; 5HT1E ag: -0.4

How did O=C(CCN1CCC(c2ccccc2)C1)c1cccs1 (centres undefined) do in these assays?
SF-1 act: -3; Ecoli tolC: -17; HTR1E antagonist: 11; RORA act: 16; NADH enzymes: 10%; 5-HT1A blocker: 4; MMP13 inh: 0; 5HT1a ag: -0.4; 5HT1E ag: 6.9

What do the screens show for `COc1ccc(N2CCN(C(=O)CSc3nnc4ncccn34)CC2)cc1`?
SF-1 act: -2; Ecoli tolC: -6; HTR1E antagonist: -8; RORA act: -5; NADH enzymes: 3%; 5-HT1A blocker: 1; MMP13 inh: 4; 5HT1a ag: -0.6; 5HT1E ag: 1.5

No new results follow: an excerpt of the list.
How did OC(CN1c2ccccc2Sc2ccccc21)Cn1nnc2ccccc21 (centres undefined) do in these assays?
SF-1 act: 15; Ecoli tolC: 39; HTR1E antagonist: -5; RORA act: 9; NADH enzymes: 9%; 5-HT1A blocker: 34; MMP13 inh: 8; 5HT1a ag: 14; 5HT1E ag: 1.2

Results for Cn1c(=O)c2c(nc(SCC(=O)OCc3ccccc3)n2C)n(C)c1=O ?
SF-1 act: 3; Ecoli tolC: -13; HTR1E antagonist: -2; RORA act: 7; NADH enzymes: 2%; 5-HT1A blocker: -5; MMP13 inh: 7; 5HT1a ag: 0.6; 5HT1E ag: 0.4

What do the screens show for `CCCCn1c(=O)n(CC(=O)Nc2c(CC)cccc2CC)c(=O)c2c1nc(CO)n2CCC`?
SF-1 act: 12; Ecoli tolC: 7; HTR1E antagonist: -4; RORA act: 16; NADH enzymes: 4%; 5-HT1A blocker: 7; MMP13 inh: 4; 5HT1a ag: -0.2; 5HT1E ag: 4.1

How did CN1C(=O)CC(C(=O)Nc2ccc(F)cc2)SC1=Nc1ccc2c(c1)OCO2 (centres undefined) do in these assays?
SF-1 act: 8; Ecoli tolC: 12; HTR1E antagonist: 7; RORA act: 6; NADH enzymes: 3%; 5-HT1A blocker: -16; MMP13 inh: -1; 5HT1a ag: -2.8; 5HT1E ag: -0.3

Next part:
How did Cc1ccc(OCC(=O)Nc2cc(-c3nn4c(C)nnc4s3)ccc2C)cc1 do in these assays?
SF-1 act: -17; Ecoli tolC: -9; HTR1E antagonist: 0; RORA act: 6; NADH enzymes: 3%; 5-HT1A blocker: -11; MMP13 inh: 4; 5HT1a ag: -0.7; 5HT1E ag: 0.5

How did Cc1ccc(-c2cn(S(=O)(=O)c3cccc4nsnc34)nc2N)cc1 do in these assays?
SF-1 act: 8; Ecoli tolC: 53; HTR1E antagonist: -8; RORA act: -6; NADH enzymes: 3%; 5-HT1A blocker: 23; MMP13 inh: 8; 5HT1a ag: -2.0; 5HT1E ag: 0.3

How did CCCC(=O)c1cc(-c2nc3ccccc3n2C)n(C)c1 do in these assays?
SF-1 act: -12; Ecoli tolC: 3; HTR1E antagonist: 2; RORA act: -6; NADH enzymes: 3%; 5-HT1A blocker: -16; MMP13 inh: -2; 5HT1a ag: -1.6; 5HT1E ag: -0.7

What do the screens show for `CCN(CCCNC(=O)C1CCN(S(=O)(=O)CC)CC1)c1cccc(C)c1`?
SF-1 act: 2; Ecoli tolC: -1; HTR1E antagonist: 1; RORA act: -10; NADH enzymes: 3%; 5-HT1A blocker: -2; MMP13 inh: 0; 5HT1a ag: 0.6; 5HT1E ag: -0.7

Results for COc1ccccc1CN1C(=O)CN(C2CCCC2)C(=O)C1c1ccc(F)cc1 (centres undefined) ?
SF-1 act: -6; Ecoli tolC: -5; HTR1E antagonist: 0; RORA act: 14; NADH enzymes: 3%; 5-HT1A blocker: -9; MMP13 inh: 0; 5HT1a ag: -1.8; 5HT1E ag: -0.4

How did Cn1c(=O)c2c(nc(SCCNS(=O)(=O)c3ccccc3)n2C)n(C)c1=O do in these assays?
SF-1 act: -13; Ecoli tolC: 1; HTR1E antagonist: 2; RORA act: 15; NADH enzymes: 4%; 5-HT1A blocker: -18; MMP13 inh: -3; 5HT1a ag: 1.8; 5HT1E ag: 0.9

What do the screens show for `CCC1=NC(c2ccc(OC)cc2OC)N(O)C1(C)C` (centres undefined)?
SF-1 act: 2; Ecoli tolC: -3; HTR1E antagonist: 2; RORA act: -14; NADH enzymes: 6%; 5-HT1A blocker: -11; MMP13 inh: -7; 5HT1a ag: -1.6; 5HT1E ag: -0.5

How did O=C(Nc1ccc2c(c1)CCC2)C1COc2ccccc2O1 (centres undefined) do in these assays?
SF-1 act: 2; Ecoli tolC: 100*; HTR1E antagonist: 3; RORA act: 6; NADH enzymes: 8%; 5-HT1A blocker: 6; MMP13 inh: -6; 5HT1a ag: -4.1; 5HT1E ag: -0.7

Results for COc1ccc(S(=O)(=O)N2CCCC(C(=O)Nc3ccc(OC)c(OC)c3)C2)cc1 (centres undefined) ?
SF-1 act: -8; Ecoli tolC: 29; HTR1E antagonist: 4; RORA act: 18; NADH enzymes: 11%; 5-HT1A blocker: 3; MMP13 inh: 4; 5HT1a ag: -2.0; 5HT1E ag: 2.3

What do the screens show for `CC(C)Cn1nc(NS(=O)(=O)c2ccccc2)c2cc3ccccc3nc21`?
SF-1 act: -19; Ecoli tolC: -11; HTR1E antagonist: 7; RORA act: 3; NADH enzymes: 1%; 5-HT1A blocker: 3; MMP13 inh: 3; 5HT1a ag: -0.8; 5HT1E ag: 1.5

How did O=C(COC(=O)c1ccc(S(=O)(=O)N2CCOCC2)cc1)Nc1nc(-c2ccccc2)cs1 do in these assays?
SF-1 act: -5; Ecoli tolC: 4; HTR1E antagonist: 5; RORA act: 6; NADH enzymes: 1%; 5-HT1A blocker: 9; MMP13 inh: 1; 5HT1a ag: -1.2; 5HT1E ag: -1.0

How did O=C(CSc1nc2ccccc2c(=O)n1CCCO)NCc1ccccc1 do in these assays?
SF-1 act: 10; Ecoli tolC: -7; HTR1E antagonist: -6; RORA act: -7; NADH enzymes: 7%; 5-HT1A blocker: 8; MMP13 inh: -2; 5HT1a ag: -2.9; 5HT1E ag: 0.4

Results for CC(C)c1ccc(-c2nc3c([nH]2)c(=O)n(C)c(=O)n3C)cc1 ?
SF-1 act: 9; Ecoli tolC: 0; HTR1E antagonist: -1; RORA act: -3; NADH enzymes: 14%; 5-HT1A blocker: -6; MMP13 inh: -19; 5HT1a ag: 0.8; 5HT1E ag: 0.3

How did COc1cccc(N(CC(=O)Nc2cccc(N(C)S(C)(=O)=O)c2)S(C)(=O)=O)c1 do in these assays?
SF-1 act: 1; Ecoli tolC: -10; HTR1E antagonist: 6; RORA act: -17; NADH enzymes: 5%; 5-HT1A blocker: -7; MMP13 inh: 4; 5HT1a ag: -0.4; 5HT1E ag: -1.3

Results for CCCC(=O)Nc1ccc(NC(=O)c2ccco2)c(OC)c1 ?
SF-1 act: 48; Ecoli tolC: -4; HTR1E antagonist: 10; RORA act: 40; NADH enzymes: 3%; 5-HT1A blocker: 8; MMP13 inh: 6; 5HT1a ag: -0.7; 5HT1E ag: -1.4

What do the screens show for `CCOC(=O)c1[nH]c2c(c1C)C(=O)CC(c1ccc(OC)c(OC)c1)C2` (centres undefined)?
SF-1 act: -23; Ecoli tolC: -9; HTR1E antagonist: 8; RORA act: -17; NADH enzymes: 7%; 5-HT1A blocker: 11; MMP13 inh: 0; 5HT1a ag: -0.9; 5HT1E ag: -1.8

How did COc1ccc(Cc2nnc(SC)[nH]c2=O)cc1OC do in these assays?
SF-1 act: 9; Ecoli tolC: -5; HTR1E antagonist: -5; RORA act: 9; NADH enzymes: 5%; 5-HT1A blocker: 3; MMP13 inh: 4; 5HT1a ag: 0.6; 5HT1E ag: 0.3

What do the screens show for `CC1Cc2ccccc2N1C(=O)C1CCCN(S(=O)(=O)c2cccc3nsnc23)C1` (centres undefined)?
SF-1 act: -6; Ecoli tolC: 37; HTR1E antagonist: 9; RORA act: -22; NADH enzymes: 5%; 5-HT1A blocker: 16; MMP13 inh: -2; 5HT1a ag: -1.5; 5HT1E ag: 0.7

Results for CC#CCCCC(=O)Nc1ccccc1C(=O)O ?
SF-1 act: 14; Ecoli tolC: 4; HTR1E antagonist: 4; RORA act: 27; NADH enzymes: 7%; 5-HT1A blocker: -2; MMP13 inh: 0; 5HT1a ag: 0.6; 5HT1E ag: -1.2

What do the screens show for `C/C(NC1CCCCC1)=C(/C#N)C(=O)NCCN1CCOCC1`?
SF-1 act: 3; Ecoli tolC: -26; HTR1E antagonist: 3; RORA act: 2; NADH enzymes: 3%; 5-HT1A blocker: -7; MMP13 inh: 1; 5HT1a ag: -2.3; 5HT1E ag: 1.6
